IMPase Li cell – qHTS Assay for Identifying the Cell-Membrane Permeable IMPase Inhibitors: Potentiation with Lithium | CHO-M1 cells, IP1 TR-FRET (IP-One), carbachol + lithium | Potency, µM (series often up to 59.4 µM), without a hit: at the top dose activity, negative = IMPase inhibition, most hits filed as inhibitors | 210,000 tested, 0.35% active;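 also: IP1 builds up when IMPase is blocked and the TR-FRET signal falls; potency is read from the fitted curve at half-maximal effect; plate controls were basal vehicle for no effect and high inhibitor control for full effect; nearly all actives have a fitted effect of over 50% in size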
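IP1 accumulation measured by competitive TR-FRET in lysed CHO-M1 cells after 30 min compound exposure at 37C, with a small lithium addition to potentiate weak responses. Hill-equation AC50 from ratio and donor-channel data.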
HttQ103 aggreg – qHTS Multiplex Assay to Identify Dual Action Probes in a Cell Model of Huntington: Aggregate Formation (GFP). Potency, µM (top dose mostly 46.1 µM), for inactives: at the top dose activity change, negative = inhibition, usual class: inhibitors. 220,000 tested, 1.1% active. PC12 HttQ103-GFP aggregates, Acumen cytometry, 40 h; also: potency is read from the fitted curve at half-maximal effect; % is scaled to controls: 0 for no effect and ±100 for the full control effect; nearly all actives have a fitted effect of over 60% in size
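Read-out: GFP aggregate count by laser scanning cytometer (488 nm excitation, 500-530 nm emission, 1–25 µm objects >6 SD above background). Cells: PC12, inducible HTTex1-Q103-GFP, 100 nM tebufenozide; compounds titrated.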
CBFb-RUNX1 inh – qHTS Assay for Compounds Blocking the Interaction Between CBF-beta and RUNX1 for the Treatment of Acute Myeloid Leukemia; Potency, µM (doses to about 59.8 µM), for inactives: at the highest dose activity, negative = inhibition, actives largely listed as inhibitors; 230,000 tested, under 10 active; AID 1477, 2009; AlphaScreen CBFb-His/RUNX1-biotin binding, biochemical; Runt-related transcription factor 1 (Homo sapiens) + Core-binding factor subunit beta …; also: % of control where 0% means no effect
Target sequence (Q01196 whole entry, looked up): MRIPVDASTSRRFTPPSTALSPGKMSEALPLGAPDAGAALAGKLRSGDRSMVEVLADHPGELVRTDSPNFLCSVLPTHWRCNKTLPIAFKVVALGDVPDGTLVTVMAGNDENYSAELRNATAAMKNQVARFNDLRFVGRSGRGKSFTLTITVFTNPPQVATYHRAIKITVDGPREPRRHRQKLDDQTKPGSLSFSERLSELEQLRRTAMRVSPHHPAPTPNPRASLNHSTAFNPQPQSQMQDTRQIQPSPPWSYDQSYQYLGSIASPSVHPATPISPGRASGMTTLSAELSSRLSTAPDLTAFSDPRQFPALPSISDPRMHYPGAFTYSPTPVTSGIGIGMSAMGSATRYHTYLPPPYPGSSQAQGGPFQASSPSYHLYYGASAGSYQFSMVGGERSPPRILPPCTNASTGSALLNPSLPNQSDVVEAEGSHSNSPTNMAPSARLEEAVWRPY
Target sequence (Q13951 whole entry, looked up): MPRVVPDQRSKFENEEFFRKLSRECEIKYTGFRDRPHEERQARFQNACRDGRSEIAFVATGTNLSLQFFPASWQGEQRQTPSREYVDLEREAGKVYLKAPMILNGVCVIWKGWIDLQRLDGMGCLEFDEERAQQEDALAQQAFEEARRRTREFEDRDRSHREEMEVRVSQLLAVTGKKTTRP
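AlphaScreen binding: CBFb-His and RUNX1-biotin (30 nM each) preincubated 20 min, compound added for 15 min, then nickel and streptavidin beads for 90 min, all at room temperature. Disruption of the interaction by any mechanism counts as activity.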
KinaseGlo FLuc – Counterscreen for Luciferase (Kinase-Glo TM) Inhibition | Luciferin 4-monooxygenase (Photuris pensylvanica), Q27757 | Kinase-Glo luciferase, ATP luminescence, 8 min | Potency, µM (doses to about 38.3 µM), inactives show at the highest dose activity change, negative = inhibition, usual class: inhibitors | 200,000 tested, 0.28% active; also: potency is read from the fitted curve at half-maximal effect; % is scaled to controls: 0 for no effect and ±100 for the full control effect; nearly all actives have a fitted effect of over 60% in size
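Inhibition of Kinase-Glo luciferase light generation was assessed at 10 uM ATP in pH 7.2 imidazole buffer, with luminescence measured after eight minutes at ambient temperature.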
NPSR antagonist – qHTS Assay for Antagonists of the Neuropeptide S Receptor: cAMP Signal Transduction; Q6W5P4; 220,000 tested, 1% active; CHO-NPSR cells, cAMP TR-FRET, antagonist mode; Potency, µM (highest dose often 38.3 µM), inactives show top-dose activity change, negative = inhibition, actives largely listed as inhibitors; AID 1461, 2008; also: potency is read from the fitted curve at half-maximal effect; % is scaled to controls: 0 for no effect and ±100 for the full control effect; nearly all actives have a fitted effect of over 50% in size; many of its hits are not listed in these tables
Target sequence (Q6W5P4 whole entry, looked up): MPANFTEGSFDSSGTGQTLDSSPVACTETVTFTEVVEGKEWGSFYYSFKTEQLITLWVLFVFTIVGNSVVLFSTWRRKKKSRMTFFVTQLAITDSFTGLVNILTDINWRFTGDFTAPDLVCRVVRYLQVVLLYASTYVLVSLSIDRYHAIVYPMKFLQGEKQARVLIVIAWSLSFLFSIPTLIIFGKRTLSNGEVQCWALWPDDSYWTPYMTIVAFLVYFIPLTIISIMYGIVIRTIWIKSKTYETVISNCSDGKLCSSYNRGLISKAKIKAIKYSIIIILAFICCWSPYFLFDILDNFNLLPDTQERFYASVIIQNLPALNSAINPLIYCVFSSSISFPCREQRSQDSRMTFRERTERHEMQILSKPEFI
Epigenetic reg – Quantitative High-Throughput Screen for Regulators of Epigenetic Control; murine LDR cells, GFP reporter derepression, 30 h; Potency, µM (series often up to 53.9 µM), without a hit: at the top dose GFP activation, most hits filed as activators; 280,000 tested, 0.2% active; AID 1865, 2009; also: potency is read from the fitted curve at half-maximal effect; % of control where 0% means no effect; nearly all actives have a fitted effect of over 60% in size
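Readout is the number of GFP-expressing murine LDR cells, counted by cytometry following washing. Cells were treated with compound for 30 h at 37 C; the stably integrated CMV-GFP locus is normally silent.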
LMNA splice mod – qHTS Assay for Modulators of Lamin A Splicing; Potency, µM (series often up to 46.1 µM), inactives show at the highest dose ratio change, negative = inhibition, most hits filed as inhibitors; 200,000 tested, 0.01% active; HeLa LMNA splicing GFP/RFP minigene ratio, 48 h; active = well fitted inhibition curve with a large enough effect in the signal ratio, with a control signal flat, not every such curve was filed as active; inconclusive = small, poorly fitted or top-dose-only effect, or effect the other way, or a change in a side signal; the % refers to the signal ratio; also: potency is read from the fitted curve at half-maximal effect; % is scaled to controls: 0 for no effect and ±100 for the full control effect
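S3 HeLa cells stably expressing lamin A-EGFP splicing minigene plus DsRed2, 600 cells/well, 48 h compound exposure at 37C. Laser-scanning cytometry; analysed as GFP (500-530 nm)/RFP (575-640 nm) total intensity ratio; 0.5% DMSO vehicle.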
* marks the source's active call; other numbers are inactive results; ? = inconclusive; . = not tested or not shown; [ ] = dose if it differs, or a comment. Unless noted, calls follow the shape of the dose curve; as a rule, active = well fitted curve in the direction sought with a large enough effect; inconclusive = small, poorly fitted or top-dose-only effect, or another doubt; inactive = no such curve, though single readings can be large; an effect the other way counts as inactive or inconclusive.

SMILES	IMPase Li cell	HttQ103 aggreg	CBFb-RUNX1 inh	KinaseGlo FLuc	NPSR antagonist	Epigenetic reg	LMNA splice mod
CCCCCc1cc(=O)oc2c(C(CCN(CC)CC)c3ccc(OC)cc3)c(OC)cc(OC)c12 (stereo not drawn)	.	29%[9.22 µM]	6%	.	?	3.8%	.
CCC1CCCCN1C(=O)COc1cc(=O)n(C)c2ccccc12 (stereo not drawn)	-7%[38.3 µM]	14%	0%	2%	0%[46.1 µM]	-0.4%	2%
COc1cc2c(cc1NC(=O)c1cc(-c3ccccn3)nc3ccccc13)oc1ccccc12	-4%	-2%	-3%	-2%	-5%	0.0%	-4%
COc1ccccc1NC(=S)N1CCC(c2nc3cc(C)c(C)cc3[nH]2)CC1	4%[38.3 µM]	-14%	-3%	-2%	-8%[46.1 µM]	-0.9%	10%[0.0737 µM]
CCc1c(C(C)S(=O)(=O)c2ccc(C)cc2)[nH]c(=O)n1-c1ccc(C)cc1 (stereo not drawn)	29%[38.3 µM]	8%	-3%	-1%	-15%[46.1 µM]	1.7%	-20%
O=C(CC(c1ccccc1)c1ccccc1)Nc1ccc2c(c1)OCCO2	9%[38.3 µM]	-19%	-1%	2%	-3%[46.1 µM]	0.9%	10%
CCOC(=O)C1=C(c2ccccc2)OC(N)=C(C#N)C1c1ccc(Br)s1 (stereo not drawn)	1%	?	-10%	-4%	-36%	0.0%	-27%
N/C(Cc1ccc([N+](=O)[O-])cc1)=N\OC(=O)c1ccccc1F	7%	8%[9.22 µM]	0%	1%	8%	2.3%	-3%[46 µM]
CN(C)CCCN(C(=O)COc1ccccc1)c1nc2ccc(Cl)cc2s1	3%	2%	-6%	-1%	-16%	-3.0%	19%[9.22 µM]
C=CCNC(=S)N/N=C(\C)c1cccc(OC)c1	8%	-1%	0%	4%	?	?	-9%
N#CC(C(=O)NC1CCCCC1)c1nc2ccccc2nc1N1CCOCC1 (stereo not drawn)	4%[38.3 µM]	9%	9%	-3%	-1%[46.1 µM]	?	6%
Cc1cccn2c(=O)c3cc(C(=O)NCC4CCCO4)c(=N)n(Cc4cccnc4)c3nc12 (stereo not drawn)	19%[38.3 µM]	-11%	6%	-2%	13%[46.1 µM]	-1.0%	-8%
Cc1ccc(CN2C(=O)CCC2C(=O)NC2CC2)cc1 (stereo not drawn)	15%[38.3 µM]	3%	5%	-1%	6%[46.1 µM]	-1.1%	12%
Cc1ccc(Oc2nc(CN3CCOCC3)nc3sc4c(c23)CCC(C)C4)cc1C (stereo not drawn)	15%	12%	3%	-2%	-55%	0.0%	-1%
Cn1c2ccccc2c2c(C(=O)O)cn(C3CCCC3)c(=O)c21	?	1%	-4%	-1%	4%[46.1 µM]	-4.3%	11%
COC(=O)Cn1c2c(c3cc(C)ccc31)CCCC2	9%[38.3 µM]	25%	-8%	1%	2%[46.1 µM]	-2.3%	3%
O=C(O)CCC(=O)N(Cc1ccco1)c1nc(-c2ccccc2)cs1	8%[38.3 µM]	13%	2%	-3%	-14%[7.67 µM]	4.9%	6%
CSc1ccccc1C(=O)Nc1ccc2c(c1)OCO2	5%	-26%	5%	-9%	7%	4.9%	.
O=C(COC(=O)CCCSc1nc2ccccc2[nH]1)Nc1ccc(Cl)cc1	2%	10%	4%	0%	6%	-1.0%	-11%
CCC1Sc2ccccc2N(CC(=O)NC2CCCCC2)C1=O (stereo not drawn)	10%	18%	-14%	-1%	-29%	-1.1%	.
O=C(NN1C(=O)c2ccccc2NC1c1ccco1)c1ccc(Br)cc1 (stereo not drawn)	-8%	-1%	-3%	2%	3%	2.8%	.
CCCn1nc([N+](=O)[O-])c(C(C#N)c2nc3ccccc3o2)c(Cl)c1=O (stereo not drawn)	3%	?	-4%	-9%	?	0.0%	?
O=C(/C=C/c1ccccc1Cl)NNC(=O)c1cccs1	4%	-12%	-6%	-4%	-3%	-0.1%	.
COCCN(C(C)=O)c1nnc(-c2cnccn2)s1	-13%[38.3 µM]	-5%	5%	-1%	-4%[46.1 µM]	-1.2%	3%
O=C(N/N=C/c1cccs1)C(=O)Nc1cccc(Cl)c1	-3%	-2%	-7%	2%	-7%	-1.4%	16%[46 µM]
CCc1ccccc1NC(=O)Nc1cc(F)ccc1F	-3%	0%	-1%	-1%	-26%	7.0%	.
CC(C)OC(=O)CSc1nc(C(C)C)nc2ccccc12	-1%	-8%[9.22 µM]	14%	-6%	8%	-0.1%	11%[46 µM]
C/C(N)=C(/C#N)C(=O)CSc1nnc(Nc2ccccc2)s1	-6%	-3%	-1%	1%	5%	0.0%	3%[9.22 µM]
CCOc1cc(/C=N/NC(=O)CN2CCCCC2)ccc1OCc1ccccc1	1%[38.3 µM]	23%	-3%	-1%	5%[46.1 µM]	-2.3%	7%
CCN(CC)CCNC(=O)CSc1c2c(nc3cc(Cl)ccc13)CCCC2	-6%	?	4%	9%	-13%	?	.
COc1ccc(S(=O)(=O)N(C(C)=O)c2ccc3oc(=O)sc3c2)cc1	0%[38.3 µM]	?	-17%	-1%	-13%[46.1 µM]	0.0%	?
CC(=O)N1CCN(c2ccc(NC(=S)NC(=O)c3ccccc3)cc2)CC1	2%	18%	-13%	-1%	16%	4.1%	2%
Cc1ccc(NC2=C([N+](=O)[O-])CS(=O)(=O)C2)cc1	18%[38.3 µM]	?	-7%	-3%	-17%[46.1 µM]	7.8%	9%
S=c1[nH]c2cc(Cl)ccc2s1	5%[38.3 µM]	-4%	1%	0%	-5%[46.1 µM]	-2.3%	5%
Cc1ccc(COc2ccc(/C=N/NC(=O)c3nnn(-c4nonc4N)c3COc3ccc(F)cc3)cc2)cc1	.	11%[9.22 µM]	11%	.	-48%	-1.1%	.
CC(=O)N1CCc2cc(S(=O)(=O)NC(CC(C)C)C(=O)Nc3cc(C)ccn3)ccc21 (stereo not drawn)	24%[38.3 µM]	8%	0%	6%	-4%[46.1 µM]	0.0%	-7%
CC1Oc2ccccc2C=C1/C=N/NC(=O)c1ccccc1 (stereo not drawn)	4%	2%	9%	-2%	-7%[46.1 µM]	1.1%	0%
Cc1ccc(NS(=O)(=O)c2ccc(OCC(=O)Nc3cccc([N+](=O)[O-])c3)c(C)c2)cc1	17%[38.3 µM]	4%	-12%	-4%	?	-1.1%	11%
N#C/C(=C(/O)CCCl)c1ccccn1	-8%	15%	3%	2%	0%	-0.6%	17%[46 µM]
CCCc1c(C)nc2c(OC)cccc2c1SCC(=O)O	-5%	14%	5%	-2%	12%	-0.2%	1%[46 µM]
Cn1cccc1-c1cc(C(=O)O)[nH]n1	-12%[38.3 µM]	3%	0%	2%	4%[46.1 µM]	1.5%	-6%
COc1cc(C2/C(=C(\O)c3cc(C)ccc3C)C(=O)C(=O)N2CCN(C)C)ccc1O (stereo not drawn)	.	12%	2%	.	1%[46.1 µM]	-11%	1%
CCn1c(/C(C#N)=N/O)nc2ccccc21	5%	-3%	5%	-1%	4%	-1.1%	7%
COc1ccc(C(=O)Nc2c(Cl)cc(Cl)cc2C(=O)N2CCC(C)CC2)cc1	-3%	-1%	7%	-2%	2%	-0.9%	-2%
O=C(COC(=O)CCc1ccccc1)Nc1ccccc1OC(F)F	.	-26%[9.22 µM]	13%	.	15%	0.0%	.
COc1ccc(OC)c(CN2CCC(C(=O)N3CCOCC3)CC2)c1	1%	5%	?	11%	7%	3.9%	-6%
COC(=O)C1=C(NC(C)=O)CCS1	1%	9%	-8%	-9%	13%	-1.0%	-4%
CCn1c(N2CCN(S(=O)(=O)CC)CC2)nc2ccccc21	2%	1%[9.22 µM]	3%	5%	19%	1.5%	.
CCc1ccc2nc3n[nH]c(N)c3cc2c1	37%[activator][38.3 µM]	23%	-1%	-23%	-18%[46.1 µM]	-2.9%	?
CCN1CCN(CCCOc2ccccc2-c2ccccc2)CC1	9%	.	-2%	-2%	5%	7.6%	.
CCCCn1c(CNC(=O)CCC)nc2ccccc21	29%[38.3 µM]	-11%	12%	-1%	2%[46.1 µM]	0.0%	-15%
NC(=O)COc1ccc(C23CC4CC(CC(C4)C2)C3)cc1	-4%	14%	-2%	4%	1%	1.4%	-25%[46 µM]
COCCNC(=O)C(NC(=O)C1CCCCC1)C12CC3CC(CC(C3)C1)C2 (stereo not drawn)	1%	11%	13%	1%	1%	-3.2%	.
CCCCNC(=O)c1onc(CCl)c1C(=O)OC	11%[38.3 µM]	?	-3%	1%	1%[46.1 µM]	3.4%	?
COC(=O)C1(C)NC(=O)c2ccccc2N1 (stereo not drawn)	12%[38.3 µM]	-19%	13%	-1%	15%[46.1 µM]	0.1%	-11%
COC(=O)C1=C(C(=O)OC)N2C=CC=CC2(C)C(C(=O)OC)=C1C(=O)OC (stereo not drawn)	-12%	-14%	-26%	-3%	14%	-1.5%	?
CCCCCCCCCCCCCCCCCC(=O)NCCc1ccc(O)c(O)c1	2%	.	14%	-1%	.	11µM*	.
COc1ccc(/C=C/c2nnc(NC(=O)CSc3ccc(Cl)cc3)s2)cc1	-13%	?	-4%	1%	-12%[46.1 µM]	3.3%	-7%

Random excerpt: 4 records from the list
SMILES	IMPase Li cell	HttQ103 aggreg	CBFb-RUNX1 inh	KinaseGlo FLuc	NPSR antagonist	Epigenetic reg	LMNA splice mod
COC(=O)C1=C(C(=O)OC)N2C=CC=CC2(C)C(C(=O)OC)=C1C(=O)OC (stereo not drawn)	-12%	-14%	-26%	-3%	14%	-1.5%	?
CCCCn1c(CNC(=O)CCC)nc2ccccc21	29%[38.3 µM]	-11%	12%	-1%	2%[46.1 µM]	0.0%	-15%
CCc1ccc2nc3n[nH]c(N)c3cc2c1	37%[activator][38.3 µM]	23%	-1%	-23%	-18%[46.1 µM]	-2.9%	?
CCCCCCCCCCCCCCCCCC(=O)NCCc1ccc(O)c(O)c1	2%	.	14%	-1%	.	11µM*	.

Screening results: PubChem BioAssay, National Center for Advancing Translational Sciences (NCATS)

An excerpt; rates above refer to the full screens.
